Screening results (PubChem BioAssay)
TDP43 rescue = rescues yeast growth from TDP-43 toxicity; TDP-43 expressing yeast growth rescue, BacTiter-Glo, 24 h; Potency, µM (series often up to 46.1 µM), for the others: top-dose growth rescue (activation), actives largely listed as activators; 410,000 tested, 1.8% active; further: potency means the concentration at half of the fitted maximal effect; % of control where 0% means no effect; nearly all actives have a fitted effect of over 50% in size
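Cell-based yeast growth screen: TDP-43 expression induced in galactose, inoculum OD600=0.02 after raffinose pregrowth to mid-log. Read-out BacTiter-Glo luminescence at 24 hr, 30 deg C; inhibition of toxicity seen as signal increase.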
MmCpn inh = M. maripaludis TRiC chaperonin inhibition; 330,000 tested, 0.031% active; purified Mm-Cpn ATPase, ADP Transcreener TR-FRET; AID 504842; Potency, µM (series often up to 76.9 µM), for the others: top-dose activity, negative = inhibition, hits mostly inhibitors; further: potency means the concentration at half of the fitted maximal effect; on the % scale 0 is the no-effect control and ±100 the full control effect; nearly all actives have a fitted effect of over 80% in size
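Eu-cryptate anti-ADP/ADP-d2 competition gives a ratio inversely related to ADP. Enzyme at 25 nM was pre-exposed to compound for 10 min, then given 10 uM ATP for 30 min, 37°C throughout.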
Abeta rescue = A-beta toxicity reversal in yeast; yeast expressing A-beta42, growth rescue, OD600, 48 h; response scale: 0% DMSO, 100% iron-clioquinol control; Potency, µM (doses to about 46.1 µM), without a hit: at the top dose growth rescue, usual class: activators; 410,000 tested, 0.063% active; AID 1347071; further: potency means the concentration at half of the fitted maximal effect; nearly all actives have a fitted effect of over 55% in size
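Growth rescue measured by 600 nm absorbance after 48 h yeast culture at 30 C with compound. Values normalized between DMSO and an equimolar ferric chloride plus clioquinol control.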
aSyn yeast inh = rescues yeast growth from alpha-synuclein toxicity; Yeast expressing alpha-synuclein, growth rescue, BacTiter-Glo, 24 h; Potency, µM (doses to about 46.1 µM), inactives show at the highest dose growth rescue (activation), most hits filed as activators; 370,000 tested, 0.14% active; AID 652106; further: potency means the concentration at half of the fitted maximal effect; % of control where 0% means no effect; nearly all actives have a fitted effect of over 65% in size
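Rescue of yeast growth: cells expressing toxic alpha-synuclein, induced in galactose at OD600 0.02, incubated with compound 24 h at 30 C. ATP luminescence quantified growth; inhibitors of toxicity appear as activators.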
pAkt inh = blocks phosphorylation of Akt; Neuro2A IGF-stimulated pAkt S473 HTRF, 20 min; active compounds read low; activity change, % for hits at 50 µM; 360,000 tested, 0.32% active; in the data active means activity change below about -80%; inconclusive means mostly about -51% to -80%; further: on the % scale 0 is the no-effect control and ±100 the full control effect
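Neuro2A cells (4,500/well, DMEM with 0.5% FBS) were treated with compound at a single 50 µM final concentration, stimulated with 6 nM IGF for 20 min at 37 °C, and lysed. Phospho-Akt Ser473 was read by HTRF as 665/615 ratio ×10^4.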
HEK293 tox = cytotoxicity counter-screen for GLP-1 receptor inverse agonists | 410,000 tested, 0.13% active | Potency, µM (highest dose often 38.3 µM), inactives show top-dose activity change, negative = inhibition, most hits filed as inhibitors | HEK293 cAMP-luciferase reporter cells, luminescence, 24 h;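 further: loss of luciferase light is scored as toxicity; potency means the concentration at half of the fitted maximal effect; on the % scale 0 is the no-effect control and ±100 the full control effect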
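Here, cytotoxicity is scored as loss of luminescence. The MLSMR collection was tested on cells seeded in medium containing 10% Nu serum, with a 24 hr compound exposure preceded by 12 hours of culture.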
FUS yeast rescue = FUS proteinopathy suppression in yeast; S. cerevisiae FUS-expressing, growth rescue, OD600, 24 h; Potency, µM (highest dose often 76.6 µM), for inactives: at the top dose growth rescue (activation), usual class: activators; 390,000 tested, 0.24% active;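 further: potency means the concentration at half of the fitted maximal effect; plate controls were DMSO vehicle for no effect and reference control for full effect; nearly all actives have a fitted effect of over 55% in size; some results filed as inactive show a strong effect at the top dose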
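Steps: raffinose overnight preculture; dilution to OD 0.005 in 2% galactose minimal medium; compound addition (concentration series); 24hr at 30C, 99% humidity; absorbance read at 600 nm.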
GLP1R inv ag = acts as inverse agonist at human GLP-1 receptor; Potency, µM (series often up to 38.3 µM), for the others: at the highest dose activity change, negative = inhibition, usual class: inhibitors; HEK293 GLP-1R CRE-luciferase, luminescence, 24 h; GLP-1R form is constitutively active; 410,000 tested, 1.6% active; P43220; further: potency means the concentration at half of the fitted maximal effect; on the % scale 0 is the no-effect control and ±100 the full control effect; nearly all actives have a fitted effect of over 55% in size
Target sequence (P43220 whole entry, looked up): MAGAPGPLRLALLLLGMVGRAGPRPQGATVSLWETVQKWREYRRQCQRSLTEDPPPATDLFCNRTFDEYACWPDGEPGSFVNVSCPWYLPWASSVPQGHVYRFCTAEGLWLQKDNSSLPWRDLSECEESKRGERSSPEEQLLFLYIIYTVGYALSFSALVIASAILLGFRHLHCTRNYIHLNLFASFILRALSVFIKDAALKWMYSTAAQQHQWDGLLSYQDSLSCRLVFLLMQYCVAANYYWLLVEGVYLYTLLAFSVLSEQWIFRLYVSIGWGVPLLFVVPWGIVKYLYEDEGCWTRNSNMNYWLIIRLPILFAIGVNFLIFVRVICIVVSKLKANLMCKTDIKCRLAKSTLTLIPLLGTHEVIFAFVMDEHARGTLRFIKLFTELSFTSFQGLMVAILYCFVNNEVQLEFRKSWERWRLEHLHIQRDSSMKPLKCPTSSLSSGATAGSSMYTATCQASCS
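Constitutively active GLP-1R drives a cAMP-responsive luciferase in stably transfected HEK293 cells; test compounds are added after overnight (12 h) attachment and left 24 hr, and signal loss in luminescence marks inhibition.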
PTHR1 ag = activates the human parathyroid hormone receptor PTHR1. Q03431. HEK293 GP2 PTHR1 cells, GloSensor cAMP luminescence, 1 h. Potency, µM (highest dose often 115 µM), without a hit: at the top dose activation, usual class: activators. 410,000 tested, 0.075% active; further: potency means the concentration at half of the fitted maximal effect; nearly all actives have a fitted effect of over 55% in size; some results filed as inactive show a strong effect at the top dose; inactives centre near -15; many of its hits are not listed in these tables
Target sequence (Q03431 whole entry, looked up): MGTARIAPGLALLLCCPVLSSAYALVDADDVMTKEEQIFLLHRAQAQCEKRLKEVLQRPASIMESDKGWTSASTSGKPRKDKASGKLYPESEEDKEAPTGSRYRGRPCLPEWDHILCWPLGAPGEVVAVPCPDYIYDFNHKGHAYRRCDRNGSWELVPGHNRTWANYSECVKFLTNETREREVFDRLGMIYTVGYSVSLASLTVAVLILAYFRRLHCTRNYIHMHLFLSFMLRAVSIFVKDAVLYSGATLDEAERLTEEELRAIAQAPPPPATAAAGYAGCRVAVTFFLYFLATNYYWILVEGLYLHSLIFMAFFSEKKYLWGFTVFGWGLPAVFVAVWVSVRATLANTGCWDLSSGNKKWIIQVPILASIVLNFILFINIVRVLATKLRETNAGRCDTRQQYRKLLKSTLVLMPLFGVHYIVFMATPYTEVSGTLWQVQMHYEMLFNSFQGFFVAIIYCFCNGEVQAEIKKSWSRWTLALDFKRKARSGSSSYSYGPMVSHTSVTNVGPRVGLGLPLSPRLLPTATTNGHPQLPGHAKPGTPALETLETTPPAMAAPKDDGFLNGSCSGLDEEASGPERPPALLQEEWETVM
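HEK-293-derived GP2 cells expressing PTHR1 and a GloSensor cAMP reporter, 3,000/well, plated overnight, given luciferin plus IBMX (each 0.5 mM as added) for 1 h at 37 °C, then compound for 1 h at 37 °C. Luminescence was read after 15 min at room temperature.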
An asterisk follows results filed as active; [ ] = another dose, or the depositor's remark. Unless noted, the call rests on the fitted dose curve; in most records, active means well fitted curve in the direction sought with a large enough effect; inconclusive means small, poorly fitted or top-dose-only effect, or another doubt; inactive means no such curve, though single readings can be large; an effect the other way counts as inactive or inconclusive. An excerpt; count on the stated rates, not on these rows.

The first 2 compounds, to show the layout:
How did CC(=O)NCC1(c2ccccc2)CCN(CCCC(=O)c2ccc(F)cc2)CC1 do in these assays?
TDP43 rescue: 18.9%; Abeta rescue: 2.3%; aSyn yeast inh: -5.1%; pAkt inh: inactive; HEK293 tox: -17.0%; FUS yeast rescue: -30.9%; GLP1R inv ag: 2.3%; PTHR1 ag: inactive

Results for COc1cccc(CNS(=O)(=O)c2cccc(S(=O)(=O)N3CCOCC3)c2)c1 ?
TDP43 rescue: -18.4%; MmCpn inh: -0.1%; Abeta rescue: 0.5%; aSyn yeast inh: 4.0%; HEK293 tox: -5.1%; FUS yeast rescue: 20.1%; GLP1R inv ag: 0.0%; PTHR1 ag: inactive

The listing, previewed entries included:
How did CC(=O)NCC1(c2ccccc2)CCN(CCCC(=O)c2ccc(F)cc2)CC1 do in these assays?
TDP43 rescue: 18.9%; Abeta rescue: 2.3%; aSyn yeast inh: -5.1%; pAkt inh: inactive; HEK293 tox: -17.0%; FUS yeast rescue: -30.9%; GLP1R inv ag: 2.3%; PTHR1 ag: inactive

Results for COc1cccc(CNS(=O)(=O)c2cccc(S(=O)(=O)N3CCOCC3)c2)c1 ?
TDP43 rescue: -18.4%; MmCpn inh: -0.1%; Abeta rescue: 0.5%; aSyn yeast inh: 4.0%; HEK293 tox: -5.1%; FUS yeast rescue: 20.1%; GLP1R inv ag: 0.0%; PTHR1 ag: inactive

Results for COc1ccc(C(=O)NN/C=C/C(=O)c2ccc(Br)cc2)cc1 ?
TDP43 rescue: -69.0%[inhibitor]; Abeta rescue: -50.2%[inhibitor]; aSyn yeast inh: 13.1%; pAkt inh: inactive; HEK293 tox: inconclusive; FUS yeast rescue: 25.9%; GLP1R inv ag: inconclusive; PTHR1 ag: inactive

Results for COc1ccc(NC(=S)Nc2ccc(OCc3ccccc3)cc2)cc1OC ?
TDP43 rescue: -1.5%; MmCpn inh: -0.9%; Abeta rescue: -7.7%; aSyn yeast inh: -0.6%; pAkt inh: inactive; HEK293 tox: -2.5%; FUS yeast rescue: 50.6%; GLP1R inv ag: -19.7%; PTHR1 ag: -5.7%[57.5 µM]

Results for CCOC(=O)c1c(C)[nH]c(C(=O)CSc2nnc(CC(C)c3ccccc3)o2)c1C (stereo not given) ?
TDP43 rescue: 6.2%; MmCpn inh: -0.7%; Abeta rescue: 8.4%; aSyn yeast inh: -1.1%; pAkt inh: inactive; HEK293 tox: -6.2%; FUS yeast rescue: 3.3%; GLP1R inv ag: -6.0%; PTHR1 ag: -3.8%[57.5 µM]

What do the screens show for `CCOC(=O)c1c(C)[nH]c(C(=O)COC(=O)[C@H](C)NC(=O)c2ccccc2Cl)c1C`?
TDP43 rescue: 12.0%; MmCpn inh: -0.8%; Abeta rescue: 8.2%; aSyn yeast inh: -3.6%; pAkt inh: inactive; HEK293 tox: -16.2%; FUS yeast rescue: 12.1%; GLP1R inv ag: 23.0%; PTHR1 ag: inactive

What do the screens show for `CS(=O)(=O)N(CC(=O)N1CCCCC1)Cc1ccccc1`?
MmCpn inh: 0.8%; Abeta rescue: -17.1%; aSyn yeast inh: -1.9%; pAkt inh: inactive; HEK293 tox: -8.6%; FUS yeast rescue: 12.3%; GLP1R inv ag: 0.1%; PTHR1 ag: 23.6%

How did COc1ccc2c(CC(=O)NNC(=O)c3ccccc3F)coc2c1 do in these assays?
TDP43 rescue: -11.2%; MmCpn inh: 0.2%; Abeta rescue: -12.9%; aSyn yeast inh: -0.8%; pAkt inh: inactive; HEK293 tox: 13.2%; FUS yeast rescue: 27.5%; GLP1R inv ag: -21.1%; PTHR1 ag: inactive

Results for Cn1c(SCC(=O)N2CCN(c3ccccc3)CC2)nnc1-c1cc2ccccc2o1 ?
TDP43 rescue: -16.8%; MmCpn inh: -3.0%; Abeta rescue: 0.4%; aSyn yeast inh: -1.2%; pAkt inh: inactive; HEK293 tox: 10.3%; FUS yeast rescue: 44.7%; GLP1R inv ag: 0.0%; PTHR1 ag: 17.2%

Results for Cc1ccc2c(c1)-c1c(cnn1CC(=O)N1CCN(c3ccccc3F)CC1)CO2 ?
TDP43 rescue: 20µM*; Abeta rescue: -14.6%; HEK293 tox: 5.1%; FUS yeast rescue: 4.0%; GLP1R inv ag: -5.2%; PTHR1 ag: inactive

Results for COc1ccccc1NC(=O)CSc1nnc(CC(=O)Nc2cccc(C(F)(F)F)c2)n1C ?
TDP43 rescue: 0.0%; MmCpn inh: 0.4%; Abeta rescue: 12.0%; aSyn yeast inh: -2.7%; pAkt inh: inactive; HEK293 tox: -7.7%; FUS yeast rescue: 11.8%; GLP1R inv ag: -4.4%; PTHR1 ag: inactive

How did Cc1nc(SCC(=O)N2CCN(c3ccccc3)CC2)[nH]c(=O)c1C do in these assays?
TDP43 rescue: 15.7%; Abeta rescue: -4.9%; HEK293 tox: 3.6%; FUS yeast rescue: -17.9%; GLP1R inv ag: 7.7%; PTHR1 ag: inactive

How did Cc1cc(C)c(C(=O)N2CCCC(Nc3ccc(F)cc3)C2)o1 (stereo not given) do in these assays?
TDP43 rescue: 24.5%; MmCpn inh: 1.7%; Abeta rescue: -13.6%; aSyn yeast inh: -0.1%; pAkt inh: inactive; HEK293 tox: 0.0%; FUS yeast rescue: -1.2%; GLP1R inv ag: -1.1%; PTHR1 ag: -20.3%

What do the screens show for `CN(C)C(=O)COC(=O)c1cccnc1Nc1ccccc1F`?
TDP43 rescue: 12.5%; MmCpn inh: -2.8%; Abeta rescue: 0.0%; aSyn yeast inh: -6.8%; pAkt inh: inactive; HEK293 tox: -10.3%; GLP1R inv ag: 3.8%; PTHR1 ag: inactive

What do the screens show for `O=C(CCN1C(=O)C2CC=CCC2C1=O)Nc1ccccc1Cl` (stereo not given)?
TDP43 rescue: -20.2%; MmCpn inh: -4.7%; Abeta rescue: -19.6%; aSyn yeast inh: -4.7%; pAkt inh: inactive; HEK293 tox: -18.5%; FUS yeast rescue: 15.4%; GLP1R inv ag: 18.8%; PTHR1 ag: -1.3%

Results for CCCNC(=O)Cn1cnc2sc(C(=O)N3CCN(Cc4ccc5c(c4)OCO5)CC3)c(C)c2c1=O ?
TDP43 rescue: -23.1%[0.397 µM]; MmCpn inh: 0.5%; Abeta rescue: -3.6%; aSyn yeast inh: -3.8%; pAkt inh: inactive; HEK293 tox: -8.3%; FUS yeast rescue: 21.5%; GLP1R inv ag: 17.9%; PTHR1 ag: -8.3%

How did COc1ccc(C(=O)C2CCCN(C(=O)C3CCOCC3)C2)cc1OC (stereo not given) do in these assays?
TDP43 rescue: -10.9%; MmCpn inh: inconclusive; Abeta rescue: -25.5%; aSyn yeast inh: -4.3%; HEK293 tox: 7.0%; FUS yeast rescue: -15.2%; GLP1R inv ag: 27.6%; PTHR1 ag: -1.6%

Results for O=C(CNC(=O)C1COc2ccccc2O1)N/N=C\c1ccccc1Cl (stereo not given) ?
TDP43 rescue: -9.3%; MmCpn inh: -1.3%; Abeta rescue: -2.1%; aSyn yeast inh: -5.6%; pAkt inh: inactive; HEK293 tox: -8.1%; FUS yeast rescue: 33.2%; GLP1R inv ag: -35.3%; PTHR1 ag: -27.7%

Results for COc1ccccc1NC(=S)N1CCCc2ccccc21 ?
TDP43 rescue: 0.0%; MmCpn inh: 1.3%; Abeta rescue: 33.8%; aSyn yeast inh: 21.4%; pAkt inh: inactive; HEK293 tox: 5.1%[0.307 µM]; FUS yeast rescue: -6.5%; GLP1R inv ag: -2.7%[0.307 µM]; PTHR1 ag: inactive

How did CCN1CCN(C(=S)NC(CC(=O)c2ccccc2)c2ccccc2)CC1 (stereo not given) do in these assays?
TDP43 rescue: 8.9%; MmCpn inh: -0.2%; Abeta rescue: 9.3%; aSyn yeast inh: 0.5%; pAkt inh: inactive; HEK293 tox: 12.0%; FUS yeast rescue: 1.1%; GLP1R inv ag: -23.1%; PTHR1 ag: inactive

Results for C=CCNC(=O)c1cc(Cl)cc(Cl)c1 ?
TDP43 rescue: 13.4%[9.22 µM]; MmCpn inh: 1.2%; Abeta rescue: -6.2%; aSyn yeast inh: -15.2%; pAkt inh: inactive; HEK293 tox: -1.7%[7.66 µM]; FUS yeast rescue: -4.7%; GLP1R inv ag: 1.9%[7.66 µM]; PTHR1 ag: inactive

What do the screens show for `Cc1cc(F)ccc1S(=O)(=O)Nc1ccccc1C(=O)Nc1ccc2[nH]c(=O)[nH]c2c1`?
TDP43 rescue: -2.1%; Abeta rescue: -7.5%; aSyn yeast inh: 3.7%; HEK293 tox: 5.3%; FUS yeast rescue: -5.3%; GLP1R inv ag: 2.3%; PTHR1 ag: -31.1%[inhibitor][57.5 µM]

How did CC1Cc2ccccc2N1C(=O)/C=C/c1cccc(F)c1 (stereo not given) do in these assays?
TDP43 rescue: 20µM*; MmCpn inh: 2.2%; Abeta rescue: -23.8%; aSyn yeast inh: 6.1%; pAkt inh: inactive; HEK293 tox: -0.6%; FUS yeast rescue: 11.8%; GLP1R inv ag: inconclusive; PTHR1 ag: -12.5%

How did CC(=O)Nc1nnc2n1CCS2 do in these assays?
TDP43 rescue: 14.0%; Abeta rescue: -13.7%; aSyn yeast inh: -5.1%; HEK293 tox: 17.5%; FUS yeast rescue: -8.2%; GLP1R inv ag: 14.8%; PTHR1 ag: inconclusive

Results for Nc1ccc2c(c1)OC1(CCCC1)O2 ?
TDP43 rescue: -20.6%; MmCpn inh: 0.3%; Abeta rescue: 3.5%; aSyn yeast inh: -19.8%; pAkt inh: inactive; HEK293 tox: -5.2%[0.307 µM]; FUS yeast rescue: inconclusive; GLP1R inv ag: -0.1%[0.307 µM]; PTHR1 ag: -39.4%[inhibitor]
